Screens deposited in PubChem BioAssay by several laboratories.
H9c2 protect = modulators protecting cardiomyocytes from myocardial damage; AID 588492; 360,000 compounds, 0.63% hits; H9c2 cardiomyocytes, H2O2 injury protection, ATPLite, 2 h; protection from H2O2 cell death, % at 20 µM;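 active means compounds giving at least 50% protection of heart cells from peroxide-induced death in the single-dose screen, raw or plate-pattern-corrected value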;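 further: 0% = DMSO wells with peroxide and 100% = DMSO wells without peroxide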
MC4R ag barr = human MC4R agonism via beta-arrestin; P32245; activation, % at 8.9 µM; U2OS MC4R beta-arrestin complementation, luminescence; percent of melanotan II response, DMSO zero; 360,000 compounds, 0.98% hits;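 active means activation above a per-plate cutoff, the mean activation of sample wells on that plate plus 3 SD, cut at about 8% in these data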
Target sequence (P32245 whole entry, looked up): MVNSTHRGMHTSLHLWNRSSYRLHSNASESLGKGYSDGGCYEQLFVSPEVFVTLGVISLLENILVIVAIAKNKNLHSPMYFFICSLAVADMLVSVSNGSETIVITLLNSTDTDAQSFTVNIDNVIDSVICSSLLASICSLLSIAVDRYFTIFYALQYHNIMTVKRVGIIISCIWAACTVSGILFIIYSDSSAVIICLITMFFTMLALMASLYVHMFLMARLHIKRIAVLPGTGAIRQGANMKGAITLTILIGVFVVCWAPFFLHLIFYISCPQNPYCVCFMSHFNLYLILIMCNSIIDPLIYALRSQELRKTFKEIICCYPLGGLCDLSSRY
MC4R antagonist = antagonists of human melanocortin 4 receptor (MC4R); P32245; MC4R-expressing cells, MTII-stimulated cAMP, LANCE TR-FRET; inhibition, % at 6.5 µM; 360,000 compounds, 0.48% hits;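 active means inhibition above its plate's cutoff, the mean of tested wells on that plate plus 3 SD, cut at about 29% in these data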;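 further: 0% = Melanotan II alone and 100% = Melanotan II plus saturating MCL0020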
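Material – human MC4R-expressing U2OS cells · Repeats – no replicates · Detection – TR-FRET with Eu-cAMP and labeled anti-cAMP, 671 nm · Times – compound 30 min, challenge 1 h, detection 1 h · Compound – single nominal compound dose of 6.5 µM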
Vif imaging = HIV Vif inhibition; HEK293T cells, Vif self-association by quenched fluorescence, imaging, 24 h; inhibition, % at 7.49 µM; 340,000 compounds, 0.35% hits; AID 602346; in the data active means inhibition above about 50%, passing the limit was not always enough; further: some results filed as inactive read as strong as hits
m5-HT2A agonist = agonists of mouse serotonin 5-HT2A receptor (HTR2A). activation, % at 7.6 µM. CHO-K1 mHTR2A beta-arrestin complementation, luminescence; percent of 30 µM serotonin response. 360,000 compounds, 0.66% hits;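 active means activation above a run cutoff, the mean activation of all tested compounds plus 3 SD, cut at about 14% in these data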;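 further: 0% = plate median of compound wells and 100% = 30 µM serotonin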
Target sequence (P35363 whole entry, looked up): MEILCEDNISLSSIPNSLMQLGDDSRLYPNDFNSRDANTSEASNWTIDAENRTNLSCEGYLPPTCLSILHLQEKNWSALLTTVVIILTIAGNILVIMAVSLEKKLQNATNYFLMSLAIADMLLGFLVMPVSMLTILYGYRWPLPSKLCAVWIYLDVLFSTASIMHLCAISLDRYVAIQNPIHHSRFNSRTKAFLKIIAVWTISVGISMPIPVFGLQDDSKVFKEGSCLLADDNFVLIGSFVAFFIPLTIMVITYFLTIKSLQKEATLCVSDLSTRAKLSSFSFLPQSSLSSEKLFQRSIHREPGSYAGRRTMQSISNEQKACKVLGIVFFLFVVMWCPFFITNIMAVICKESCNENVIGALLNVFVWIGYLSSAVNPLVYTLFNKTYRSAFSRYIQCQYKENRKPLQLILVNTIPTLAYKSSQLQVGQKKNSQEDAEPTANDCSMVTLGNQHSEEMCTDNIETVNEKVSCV
N-glyco inh = blocks N-linked glycosylation in D54 reporter cells | 360,000 compounds, 0.23% hits | reporter increase, % at 12.5 µM | D54 ERlucT glycosylation luciferase reporter, 24 h; percent of 100 nM tunicamycin response | AID 588692;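 active means mean luciferase reporter signal, scaled so untreated is 0 and the glycosylation-blocking control 100, at or above a set limit in every replicate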;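 further: luciferase carries N-glycosylation sites so blocking glycosylation raises the light; 0% = median of neutral control wells and 100% = median of 100 nM tunicamycin wells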
ABCB6 inh 2 = human ABCB6 transporter inhibition; 360,000 compounds, 0.19% hits; fluorescence ratio to DMSO, % at 10 µM; K562-ABCB6 porphyrin accumulation, flow cytometry, 1 h; stronger effect = lower value; Q9NP58; AID 602162;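 active means fluorescence ratio to DMSO below 75%, the collection mean minus 3 SD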;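 further: signal is porphyrin accumulated inside mitochondria; 100% equals median channel fluorescence of DMSO control wells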
aDG glyco up = increases alpha dystroglycan glycosylation; activation, % at 10 µM; Pro5-aDG cells, alpha-DG glycosylation AlphaScreen (IIH6); 0% Pro5, 100% B10-LARGE cell signal; AID 624168; 360,000 compounds, 0.22% hits;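 active means activation of at least 8% versus controls, or a plate z-score of at least 8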;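 further: Pro5 are CHO cells carrying HIG-tagged alpha-DG that lacks glycosylation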
PDI inh = inhibitors of human protein disulfide isomerase. P07237. inhibition, % at 10 µM. PDI insulin aggregation turbidity, A650, 90 min. 350,000 compounds, 0.052% hits;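 active means mean inhibition across replicates of 30% or more, whatever share of single replicates reach that level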;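 further: absorbance from insulin aggregation driven by PDI reduction with DTT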
CaV13 FRET inh = Primary screen for inhibitors of IQ motif and Ca2+-dependent inactivation inhibitor domain binding in CACNA1D, Förster resonance energy transfer in living cells, …; inhibition, % at 12.3 µM; AID 743397; 340,000 compounds, 0.098% hits; HEK cells, CFP/YFP FRET ICDI-IQ, plate reader, 10 min; percent FRET-ratio fall versus neutral wells;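 active means mean replicate inhibition of at least 30% and at least 1% of replicates passing that level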;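 further: 0% = median of the neutral control wells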
Starred values were filed as active, the others as inactive; i = inactive; · = not tested or not shown. Some of the compounds tested; the hit share may differ from the screen's.

SMILES | H9c2 protect | MC4R ag barr | MC4R antagonist | Vif imaging | m5-HT2A agonist | N-glyco inh | ABCB6 inh 2 | aDG glyco up | PDI inh | CaV13 FRET inh
Cc1nn(Cc2ccccc2Cl)c(Cl)c1C(=O)OCC(=O)NC(=O)NC1CCCCC1 | 0 | 5.2 | -5 | 0 | 6 | -2 | 99 | 1.1 | 6 | -3
COC(=O)C1=C(c2ccc(-c3ccccc3)c(F)c2)C[C@@H]2CC[C@H]1N2C(=O)NCC1CC1 | -7 | -0.4 | 3 | -27 | -2 | -4 | 92 | 2.9 | 5 | -9
O=C(O)CN1C(=O)CN=C(c2ccccn2)c2cc(Cl)ccc21 | -2 | 0.2 | 0 | 4 | -8 | 1 | 100 | 0.2 | 28 | -20
Cc1ccnc(NC(=O)CCCc2ccc(N(CCCl)CCCl)cc2)n1 | 3 | -2.6 | 3 | 12 | 2 | 0 | 102 | -0.2 | 5 | -7
Clc1ccc(-c2nc3ccc(Cl)cn3c2CN2CCOCC2)cc1 | 15 | -1.4 | 3 | -11 | -4 | -2 | 103 | 0.2 | 11 | ·
CN(C)C1C(=O)C(C(N)=O)=C(O)C2(O)C(=O)C3=C(O)c4c(O)cccc4C(C)(O)C3C(O)C12 (centres undefined) | -6 | -0.3 | -2 | -3 | 3 | 0 | 105 | 0.2 | -5 | -5
COC(=O)C1=C(c2cccc(C#N)c2)C[C@@H]2CC[C@H]1N2C(=O)NCCOc1ccc(OC)cc1 | 4 | -0.3 | 2 | -2 | 6 | 0 | 99 | 0.3 | -8 | -6
O=C(Cn1c(=O)c(C(F)(F)F)nc2ccccc21)N1CCC2(CC1)OCCO2 | 7 | -0.6 | 3 | · | -2 | 0 | 100 | 0.2 | -2 | -7
Cc1cc(OCC(=O)N2CCC(C(=O)O)(c3ccccc3)CC2)c2c(C)cc(=O)oc2c1 | 0 | -0.6 | 6 | -3 | -1 | 1 | 105 | -0.1 | · | ·
O=[N+]([O-])c1ccc(-c2ccccc2)c([As](=O)(O)O)c1 | -4 | -1.3 | 4 | · | 1 | 0 | 95 | 0.2 | 2 | -2
CN1C(=O)c2ccccc2NC(=O)[C@]12O[C@@H]2c1ccccc1 | 0 | -0.9 | -3 | -10 | 3 | 0 | 102 | -0.1 | · | ·
CCN1C[C@@]2(COC)C3[C@@H](OC)[C@H]4[C@@H]1[C@@]3(C1C[C@H]3[C@H](OC(C)=O)C1[C@]4(OC(C)=O)C[C@H]3OC)[C@@H](OC)C[C@H]2OC(C)=O (some centres undefined) | -1 | 0.3 | 3 | -9 | 2 | -2 | 99 | 0.0 | · | ·
O=C1NC(=O)C(=Cc2coc3ccccc3c2=O)C(=O)N1 | 2 | -1.2 | 2 | -1 | -3 | 2 | 102 | -0.4 | 10 | -3
CC(NS(C)(=O)=O)c1nnc2n1-c1ccc(Br)cc1C(c1ccccc1Cl)=NC2 (centres undefined) | 4 | 0.5 | 8 | 9 | 4 | -1 | 103 | 0.0 | 14 | 6
NP(=O)(Oc1ccccc1)Oc1ccccc1 | 0 | -1.3 | 5 | 9 | -2 | -1 | 103 | 0.0 | 1 | -5
COC(=O)C1=C(c2ccc(F)cc2OCc2ccccc2)C[C@@H]2CC[C@H]1N2C(=O)NC1CCCCC1 | -2 | -1.9 | -6 | -2 | -6 | -7 | 93 | 0.1 | 17 | -7
COc1ccc(C)cc1NC1=NCCCS1 | 10 | 1.4 | -15 | -2 | -3 | 1 | 96 | 1.6 | 4 | -1
Cn1c(O)c(C=NCc2ccco2)c(=O)n(C)c1=O | 1 | -1.9 | 3 | 19 | -1 | 1 | 97 | 0.2 | -3 | ·
Cc1cc(C=C2C(=O)NC(=O)NC2=O)c(C)n1-c1cccnc1 | 10 | 1.0 | 1 | 1 | 4 | 1 | 100 | 0.1 | 2 | -3
CCOC(=O)[C@]12Cc3ccccc3[C@H]1N(Cc1ccccc1)C(=O)c1cc(F)c(F)cc12 | · | · | · | · | 3 | · | 96 | 0.2 | · | -7
COC(=O)C1=C(c2ccc(OC)c(OC)c2)C[C@@H]2CC[C@H]1N2C(=O)N1CCC(C)CC1 | -1 | -0.8 | 8 | -6 | -3 | 1 | 93 | -0.1 | -1 | -3
CC(C)C[C@H](NP(=O)(O)O[C@@H]1O[C@@H](C)[C@H](O)[C@@H](O)[C@H]1O)C(=O)N[C@@H](Cc1c[nH]c2ccccc12)C(=O)O | 8 | -1.1 | -2 | -5 | 0 | 2 | 99 | -0.2 | 15 | -5
CC1(C)OC(c2ccccc2)=C/C(=C/C=C2C(=O)NC(=O)NC2=O)O1 | 0 | -0.4 | -18 | 3 | 2 | 5 | 117 | -0.2 | -4 | -131
O=C1NC(=O)C(=Cc2cccs2)C(=O)N1 | 9 | 4.9 | 19 | -1 | -3 | 13 | 100 | 0.1 | -1 | -5
Cc1cccc(-n2c(C)nc3ccccc3c2=O)n1 | 8 | -0.9 | 6 | · | 0 | 0 | 99 | -0.1 | 5 | -2
Cc1cccc(OP(=O)(Nc2cccnc2)Oc2cccc(C)c2)c1 | 2 | -0.5 | 6 | 6 | -3 | -1 | 92 | 0.1 | 5 | -3
Cn1c(=O)cc(OCC(=O)N2CCN(C3CCCCC3)CC2)c2ccccc21 | 35 | -0.6 | -1 | 0 | -4 | -4 | 99 | -0.1 | · | -1
COc1ccc(C2(C#N)CCN(C)CC2)cc1 | -1 | -0.4 | 9 | 23 | -1 | 1 | 99 | 0.1 | -1 | -2
COc1ccc(C(CNC(=O)c2ccc3c(c2)CCC3)N(C)C)cc1 (centres undefined) | 11 | 0.1 | 4 | 2 | -5 | -7 | 94 | 0.1 | -1 | -3
CC(ON1CC1(C(F)(F)F)C(F)(F)F)(C(N)=O)C(N)=O (centres undefined) | 2 | -0.5 | 10 | -3 | 3 | 2 | 101 | -0.1 | 0 | -19
CCn1cc(C(=O)c2cccs2)c2ccccc21 | -2 | -2.0 | -1 | -7 | -2 | 2 | 107 | 0.6 | -3 | -4
COC(=O)C1=C(c2ccc(F)cc2OCc2ccccc2)C[C@@H]2CC[C@H]1N2C(=O)NC1Cc2ccccc2C1 | 1 | -0.5 | 6 | -3 | -7 | -8 | 93 | 0.4 | 2 | -10
CSc1nc(NC(C)C)nc(NC(C)C)n1 | -3 | -1.0 | 4 | 1 | 3 | 1 | 98 | -0.1 | -4 | -17
CC(C)CNC(=O)/C=C/C=C/CCCCCC/C=C/c1ccc2c(c1)OCO2 | -4 | -1.0 | 9 | -5 | 0 | 0 | 102 | 0.0 | · | ·
Cc1ccsc1C(=O)C1CCCN(CCO)C1 (centres undefined) | -3 | 0.0 | 16 | 7 | 1 | -5 | 106 | -0.4 | -2 | 2
CNC(C(=O)c1ccccc1)C(OC(C)C)c1ccc(Cl)cc1 (centres undefined) | -3 | -2.0 | 5 | -6 | -2 | -1 | 100 | 0.3 | -1 | -6
O=[N+]([O-])c1ccc(C(c2ccc([N+](=O)[O-])cc2)c2ccc([N+](=O)[O-])cc2)cc1 | -9 | 0.0 | 3 | 8 | -3 | -4 | 97 | 0.5 | 0 | -5
CC[n+]1c(-c2ccccc2)c2cc(N)ccc2c2ccc(N)cc21 | -11 | -2.1 | -36 | -12 | -7 | -14 | i | 1.4 | 0 | -9
O=C(O)COc1ccccc1/C=C1\C(=O)NC(=O)N(CCC2=CCCCC2)C1=O | -2 | 0.0 | 3 | -1 | 8 | 0 | 94 | 0.0 | 0 | 1
O=C(CCc1nc(-c2ccccc2F)no1)N1CCC2(CC1)OCCO2 | 4 | 3.6 | 6 | -8 | -1 | -1 | 92 | 0.0 | 8 | -7

By substructure, the entries above containing a thiophene ring, fused or not
SMILES | H9c2 protect | MC4R ag barr | MC4R antagonist | Vif imaging | m5-HT2A agonist | N-glyco inh | ABCB6 inh 2 | aDG glyco up | PDI inh | CaV13 FRET inh
O=C1NC(=O)C(=Cc2cccs2)C(=O)N1 | 9 | 4.9 | 19 | -1 | -3 | 13 | 100 | 0.1 | -1 | -5
CCn1cc(C(=O)c2cccs2)c2ccccc21 | -2 | -2.0 | -1 | -7 | -2 | 2 | 107 | 0.6 | -3 | -4
Cc1ccsc1C(=O)C1CCCN(CCO)C1 (centres undefined) | -3 | 0.0 | 16 | 7 | 1 | -5 | 106 | -0.4 | -2 | 2

(next part)
SMILES | H9c2 protect | MC4R ag barr | MC4R antagonist | Vif imaging | m5-HT2A agonist | N-glyco inh | ABCB6 inh 2 | aDG glyco up | PDI inh | CaV13 FRET inh
CN1CCC(n2nccc2N)CC1 | 7 | 1.7 | -1 | 10 | -1 | -1 | 87 | -0.1 | -3 | ·
CCN1CCN(C(=O)Cc2c(C)n(C(=O)c3ccc(Cl)cc3)c3ccc(OC)cc23)CC1 | -1 | -0.4 | -6 | 0 | -3 | -3 | 101 | 0.2 | 6 | 6
O=C(Cc1ccccc1)Oc1cccc(N2C(=O)CCC2=O)c1 | 7 | -0.8 | -2 | 1 | 1 | 1 | 88 | 0.0 | 4 | ·
CC[N+](CC)(CC)CCCOC(=O)C(O)(c1ccccc1)C1CCCCC1 (centres undefined) | -4 | -2.6 | -2 | 2 | 2 | 1 | 86 | 0.1 | 3 | ·
OC(CCNCCc1c[nH]c2ccccc12)C(F)(F)Cl (centres undefined) | -1 | -0.7 | 3 | 5 | -1 | 2 | 96 | 0.0 | -3 | -6
CN1C(=O)N(C)C(=O)C2(Cc3cc(NC(=O)c4ccc(F)cc4)ccc3N3CCCC32)C1=O (centres undefined) | 0 | -3.4 | -5 | 9 | 8 | 0 | 103 | -0.5 | -7 | -18
Cc1nnc(SCc2nc3ccccc3c(=O)n2-c2ccccc2Cl)n1N | 4 | 4.5 | -2 | 1 | 9 | 5 | 99 | 0.0 | -1 | -6
CC(NC(=O)Cc1cccc2ccccc12)C(=O)N1CCC(=O)CC1 (centres undefined) | 4 | -2.5 | 8 | · | -2 | -2 | 95 | -0.3 | 2 | -19
CNC(=O)Oc1ccc(C(=O)N2c3ccccc3NC(=O)C2C)cc1 (centres undefined) | -2 | 1.5 | 14 | -2 | 0 | 3 | 91 | -0.1 | -1 | -4
CCNC(=O)[C@H]1O[C@@H](n2cnc3c(N)ncnc32)[C@H](O)[C@@H]1O | 2 | 0.3 | -5 | -3 | -4 | 3 | 109 | 0.3 | -3 | -5
COCCNC(=O)CN1C2CCC1CC(O)(c1cccnc1)C2 (centres undefined) | 1 | -0.1 | 6 | -2 | 7 | 2 | 103 | 0.0 | 9 | -3
C[C@]12CC[C@H](O)C[C@@H]1CC[C@@H]1[C@@H]2CC[C@]2(C)[C@@H](C(=O)O)C[C@@H]12 | 1 | -0.8 | 9 | 21 | -4 | 5 | 103 | -0.3 | 8 | -6
O=C(Cc1c(-c2ccccc2)nc2ccc(Br)cn12)N1CCCC1 | · | · | · | · | -1 | · | 122 | -0.1 | · | -9
O=C1NC(=S)NC(=O)C1=Cc1c(Cl)cccc1Cl | -18 | 0.5 | 4 | 5 | 9 | 2 | 101 | 0.5 | -7 | -6
C[n+]1ccc(-c2ccccc2)c2ccccc21 | -20 | -0.8 | -4 | -3 | -13 | 4 | 96 | -0.1 | -1 | -11
